TR SRC2 fluor cs – Total Fluorescence Counterscreen for Inhibitors of the Interaction of Thyroid Hormone Receptor and Steroid Receptor Coregulator 2; TRb/SRC2 Texas Red total fluorescence interference; Potency, µM (doses to about 106 µM), inactives show at the highest dose fluorescence change, negative = quenching; AID 1479, 2009; 0.29% of 280,000 active; active = well fitted curve in either direction with a large enough effect; inconclusive = small, poorly fitted or top-dose-only effect
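Human TRβ ligand-binding domain (0.6 uM) and Texas Red SRC2 peptide (20 nM) in Tris buffer with 1 uM T3 and 5% DMSO were incubated with pinned compound for 5 hr at ambient temperature. Total fluorescence was computed as S + 2P (555/632 nm).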
aGlu spleen mod – qHTS Assay for Inhibitors and Activators of Human alpha-Glucosidase From Spleen Homogenate | Lysosomal alpha-glucosidase (Homo sapiens), P10253 | human spleen homogenate, 4-MU-alpha-glucoside fluorescence | Potency, µM (highest dose often 79.9 µM), without a hit: at the highest dose activity change, negative = inhibition, hits mostly inhibitors | 0.006% of 240,000 active;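 note: 0% = enzyme with vehicle and -100% = no enzyme basal signal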
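AC50 values come from Hill-equation fits of concentration-response data, normalized to no-enzyme and full-activity controls. Enzyme source: 1 ug human spleen homogenate; 1 mM fluorogenic 4-MU glucoside, pH 5.0 citrate buffer, 37 C, 40 min.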
GoLoco inh red – qHTS Assay for Inhibitors of RGS12 GoLoco Motif Activity (Red Fluorophore); AID 880, 2007; 0.44% of 230,000 active; Potency, µM (doses to about 61.6 µM), without a hit: top-dose activity, negative = inhibition, actives largely listed as inhibitors; Gai1:RGS12 GoLoco peptide FP, rhodamine, 10 min; active = well fitted inhibition curve with a large enough effect, not every such curve was filed as active; inactive = no such curve, though single readings can be large or run the other way; note: nearly all actives have a fitted effect of over 30% in size; many of its hits are not listed in these tables
Target sequence (P63096 whole entry, looked up): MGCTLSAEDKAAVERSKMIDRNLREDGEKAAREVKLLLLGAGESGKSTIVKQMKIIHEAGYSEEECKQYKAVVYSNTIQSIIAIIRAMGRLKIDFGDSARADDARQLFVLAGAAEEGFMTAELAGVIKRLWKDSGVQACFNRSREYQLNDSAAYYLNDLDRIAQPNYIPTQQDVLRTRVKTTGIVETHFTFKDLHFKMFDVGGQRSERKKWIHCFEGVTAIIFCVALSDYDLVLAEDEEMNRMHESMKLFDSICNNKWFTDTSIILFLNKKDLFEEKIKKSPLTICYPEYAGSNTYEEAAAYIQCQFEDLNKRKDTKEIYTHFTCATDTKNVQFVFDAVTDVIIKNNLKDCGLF
RECQ1 helicase – qHTS Assay for Inhibitors of RecQ-Like Dna Helicase 1 (RECQ1). AID 2549, 2010. 0.54% of 240,000 active. ATP-dependent DNA helicase Q1 (Homo sapiens), P46063. RECQ1 DNA unwinding, red fluorescence kinetic read. Potency, µM (top dose mostly 57.3 µM), for the others: at the top dose activity, negative = inhibition, most hits filed as inhibitors;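 note: plate controls were vehicle for no effect and no enzyme for full effect; nearly all actives have a fitted effect of over 30% in size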
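RECQ1T1 50 nM; forked duplex (20 bp + 30-nt ss tails) 200 nM, ATP 2 mM final; pH 8.0, 2 mM MgCl2, 2.5 ug/ml poly(dI-dC); 15 min compound preincubation; discontinuous kinetic read over 2 h at RT.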
TRb-SRC2 inh – qHTS for Inhibitors of the Interaction of Thyroid Hormone Receptor and Steroid Receptor Coregulator 2. TRbeta-SRC2 peptide binding, fluorescence polarization; receptor liganded with 1 µM T3. Potency, µM (highest dose often 106 µM), for inactives: at the top dose activity change, negative = inhibition, most hits filed as inhibitors. Thyroid hormone receptor beta (Homo sapiens), P10828. AID 1469, 2008. 0.065% of 280,000 active;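 note: plate controls were bound peptide for no effect and peptide without receptor for full effect; nearly all actives have a fitted effect of over 50% in size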
Target sequence (P10828 whole entry, looked up): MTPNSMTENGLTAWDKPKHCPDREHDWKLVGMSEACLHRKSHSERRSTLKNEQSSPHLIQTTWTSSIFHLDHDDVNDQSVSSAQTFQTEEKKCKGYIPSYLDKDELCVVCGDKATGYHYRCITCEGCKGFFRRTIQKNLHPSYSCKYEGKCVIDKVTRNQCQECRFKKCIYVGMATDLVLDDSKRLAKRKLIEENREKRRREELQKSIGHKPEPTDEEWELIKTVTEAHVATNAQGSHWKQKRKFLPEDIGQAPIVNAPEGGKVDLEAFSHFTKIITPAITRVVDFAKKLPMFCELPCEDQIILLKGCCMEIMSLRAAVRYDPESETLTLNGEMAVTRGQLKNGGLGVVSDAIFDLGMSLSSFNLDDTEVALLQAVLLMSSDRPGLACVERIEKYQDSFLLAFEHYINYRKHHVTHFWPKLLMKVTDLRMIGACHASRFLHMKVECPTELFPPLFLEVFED
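Compounds were added to 0.6 uM TRb ligand-binding domain and 20 nM Texas Red-labeled SRC2 peptide in Tris buffer containing 1 uM T3, incubated 5 hr at ambient temperature, then read by fluorescence polarization.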
GAA glycogen mod – qHTS Assay for Inhibitors and Activators of Human alpha-Glucosidase Cleavage of Glycogen | Potency, µM (highest dose often 76.4 µM), without a hit: top-dose activity change, negative = inhibition, usual class: inhibitors | 0.38% of 300,000 active | recombinant GAA, glycogen substrate, Amplex Red glucose oxidase fluorescence | Lysosomal alpha-glucosidase (Homo sapiens), P10253 | AID 2100, 2009;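 note: 0% = full enzyme reaction and -100% = no-enzyme basal signal; the screen sought inhibitors and activators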
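Recombinant human enzyme (4 nM); glycogen substrate; 37 C, 40 min, pH 5.0. Readout: coupled glucose oxidase/Amplex Red fluorescence.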
GAA inh – qHTS Assay for Inhibitors of Human alpha-Glucosidase as a Potential Chaperone Treatment of Pompe Disease. AID 1466, 2008. Potency, µM (series often up to 76.9 µM), for the others: top-dose activity change, negative = inhibition, usual class: inhibitors. purified human GAA, 4-MU-alpha-glucoside fluorescence. 0.005% of 200,000 active. Lysosomal alpha-glucosidase (Homo sapiens), P10253;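 note: plate controls were uninhibited enzyme wells for no effect and no-enzyme background for full effect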
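Human alpha-glucosidase, 4 nM, pre-mixed with test compounds before 400 uM 4-methylumbelliferyl substrate; 20 min room temperature at pH 5.0. Fluorescence read after pH 10 stop; AC50 values from Hill-equation fits.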
L3MBTL1 inh – qHTS Assay for the Inhibitors of L3MBTL1; 0.66% of 230,000 active; Potency, µM (top dose mostly 57.1 µM), for the others: at the top dose activity, negative = inhibition, usual class: inhibitors; AlphaScreen L3MBTL1–H3K9me1 peptide binding; note: nearly all actives have a fitted effect of over 60% in size
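Read-out is AlphaScreen signal from streptavidin donor and nickel chelate acceptor beads (10 ug/mL final each) bridging L3MBTL1 (50 nM) and biotinylated K9-monomethylated H3(1-15) peptide (75 nM), after 30 min compound exposure at room temperature.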
An asterisk follows results filed as active; i = inactive; ? = inconclusive; / = not tested or not shown; [ ] = remark or other dose. Unless noted, calls come from the whole dose curve; as a rule, active = well fitted curve in the direction sought with a large enough effect; inconclusive = small, poorly fitted or top-dose-only effect, or another doubt; inactive = no such curve, though single readings can be large; an effect the other way counts as inactive or inconclusive. Unless noted, % is set by controls: 0 for no effect and ±100 for the full control effect; potency is the fitted concentration of half-maximal effect. Some of the compounds tested; count on the stated rates, not on these rows.

SMILES	TR SRC2 fluor cs	aGlu spleen mod	GoLoco inh red	RECQ1 helicase	TRb-SRC2 inh	GAA glycogen mod	GAA inh	L3MBTL1 inh
CCc1ccc2[nH]c(=O)c(CN(Cc3ccccc3)C(=O)Nc3ccccc3OC)cc2c1	0.7%	-1.6%	1.7%	-5.1%	4.5%	-14.5%	-8.8%	/
O=C(CCC(=O)c1cccs1)OCC(=O)N1CCN(S(=O)(=O)c2ccccc2)CC1	0.0%	-6.6%	-2.2%	-9.3%	-11.7%	2.0%	-18.9%	1.4%
CC(C)(C)NC(=O)C(c1cccs1)N(C(=O)c1csnn1)c1ccccc1F (stereo not drawn)	-2.6%	0.9%	14.0%	-3.2%	7.4%	-5.3%	3.3%	-5.3%
N#CCCn1cnc2ccccc21	-0.3%	2.0%	-12.6%	0.2%	6.8%	2.4%	1.9%	1.0%
Cc1ccnc(NS(=O)(=O)c2ccc(NC(=O)CCS(=O)(=O)c3ccccc3)cc2)n1	-1.4%	1.0%	23.4%	-2.1%	5.5%	-1.9%	-2.9%	/
Nc1ncnc(Nc2ccc(F)cc2)n1	0.3%	2.4%	8.4%	-1.0%	0.6%	-0.4%	6.6%	0.7%
Cc1ccccc1C(=O)OCc1cnc(Cl)s1	0.4%	-0.2%	-1.0%	i	6.6%	-5.2%	-7.4%	50.7%[activator]
COc1ccc(N2CCN(S(=O)(=O)c3cn(C)c(=O)n(C)c3=O)CC2)cc1	-1.2%	7.7%	-3.3%	-9.2%	4.1%	2.2%	/	/
Cc1ccc(-n2c(=O)c3ccccc3n(CC(=O)C(C)(C)C)c2=O)cc1	-2.2%	3.7%	6.3%	i	4.2%	-3.1%	-0.7%	/
CC(=O)c1c(N2CCOCC2)nc(=S)n(-c2ccc([N+](=O)[O-])cc2)c1C	-0.4%	8.5%	8.2%	10.7%	3.3%	/	-7.7%	/
Cc1nc(NS(=O)(=O)c2ccccc2)sc1NC(=O)OCCN(C)C	-5.2%	-4.6%	-0.3%	-2.1%	-4.3%	25.1µM*	-5.2%	1.9%[11.4 µM]
Nc1sc(-c2ccccc2)cc1C(=O)N/N=C/c1ccc(Cl)cc1	-9.4%	2.5%	20.1%	-13.5%	-0.7%	?	/	-14.0%
COc1ccc2c(CCNC(=O)Nc3ccccc3)c[nH]c2c1	-4.0%	-3.3%	-3.2%	-3.2%	1.3%	4.7%	-3.7%	-13.4%
CC(=O)N(Cc1cccs1)Cc1cc2cc(C)c(C)cc2nc1Cl	-0.6%	-1.2%	10.5%	-3.1%	2.4%	6.1%	-14.0%	/
CCCCNC(=O)c1cc2c(=O)n3cccc(C)c3nc2n(CCN2CCOCC2)c1=N	-0.6%	1.8%	10.1%	?	-7.3%	-5.3%	?	-0.7%[11.4 µM]
Cc1cc(C)nc(-n2nc(C)c3c(C)c(C)c(C)nc32)n1	3.6%	-3.5%	-7.2%	-1.4%	-2.1%	6.4%	4.2%	/
O=C(Nc1nc2c(s1)CCCC2)c1ccc(S(=O)(=O)N2CCCc3ccccc32)cc1	0.5%	-0.7%	-3.8%	-9.0%	1.7%	-11.3%	-4.0%	-1.0%
CCOC(=O)N1CCN(C(=O)Cn2nc(-c3ccc(Cl)cc3)ccc2=O)CC1	-0.9%	-7.2%	6.7%	-5.4%	4.8%	10.6%	-2.3%	-6.2%
O=C(NCN1CCN(c2ccccc2F)CC1)c1ccccc1	1.6%	-9.4%	1.3%	-1.3%	-0.6%	1.9%	-0.6%	2.5%
COc1ccc(NC(=O)c2ccc(-c3ccc([N+](=O)[O-])cc3)o2)cc1	31.6µM*[quencher]	-0.4%	-6.7%	1.9%	?	0.1%	-11.2%	/

The closing 4 entries of the section before come first, to join the parts.
SMILES	TR SRC2 fluor cs	aGlu spleen mod	GoLoco inh red	RECQ1 helicase	TRb-SRC2 inh	GAA glycogen mod	GAA inh	L3MBTL1 inh
O=C(Nc1nc2c(s1)CCCC2)c1ccc(S(=O)(=O)N2CCCc3ccccc32)cc1	0.5%	-0.7%	-3.8%	-9.0%	1.7%	-11.3%	-4.0%	-1.0%
CCOC(=O)N1CCN(C(=O)Cn2nc(-c3ccc(Cl)cc3)ccc2=O)CC1	-0.9%	-7.2%	6.7%	-5.4%	4.8%	10.6%	-2.3%	-6.2%
O=C(NCN1CCN(c2ccccc2F)CC1)c1ccccc1	1.6%	-9.4%	1.3%	-1.3%	-0.6%	1.9%	-0.6%	2.5%
COc1ccc(NC(=O)c2ccc(-c3ccc([N+](=O)[O-])cc3)o2)cc1	31.6µM*[quencher]	-0.4%	-6.7%	1.9%	?	0.1%	-11.2%	/
COc1cc2c(cc1OC)C1=C(C#N)CC/C(=N\S(=O)(=O)c3cccc(Cl)c3)N1CC2	0.3%	-2.1%	7.1%	-6.2%	1.3%	-5.9%	4.0%	-5.5%
COCCCn1cnnc1SCC(=O)Nc1ccc(S(=O)(=O)N2CCCC2)cc1	-0.1%	-8.4%	-1.9%	-3.0%	-2.1%	-1.3%	-12.2%	/
CCCn1c2c(c(O)c(C(=O)Nc3nc4ccccc4s3)c1=O)CCCC2	-1.6%	1.3%	2.5%	i	-10.7%	-3.6%	11.9%	2.7%
COc1ccc(N2C(=O)CC(N(Cc3ccc(S(N)(=O)=O)cc3)C(C)=O)C2=O)cc1 (stereo not drawn)	-5.6%	3.0%	5.4%	7.6%	-2.3%	7.7%	?	2.6%
Cc1nn(CC2CCCCC2)c(N)c1-c1ccccc1	-2.4%	-5.9%	6.8%	-2.5%	-4.2%	-17.0%	-6.6%	/
COc1ccc2ccccc2c1CNCc1ccccn1	-4.1%	-0.7%	0.3%	i	-7.3%	2.8%	-1.7%	/
CCCOc1cccc(C(=O)Nc2cccnc2)c1	-2.8%	-2.2%	-0.4%	i	-0.1%	0.7%	0.2%	0.9%
Cc1ccc(Nc2nc(-c3sc(NC(=O)c4ccco4)nc3C)cs2)cc1	5.7%	-7.5%	35.5%[activator]	-5.3%	14.7%	-14.3%	-1.4%	-11.1%
CCN1CCN(c2cc(C)c3cc(NC(=O)c4cccnc4Cl)ccc3n2)CC1	-6.3%	11.0%	1.2%	-13.9%	0.2%	7.7%	-2.1%	/
CC/C=C/C(=O)N1CC2(CC(c3cccc(NC(=O)COc4ccc(Cl)cc4)c3)=NO2)C[C@H]1C(N)=O (stereo partly drawn)	-2.5%	4.1%	10.8%	i	4.5%	6.5%	/	/
O=C(CCCN1C(=O)/C(=C/c2ccccc2Cl)SC1=S)NNC(=O)c1ccc(Cl)cc1Cl	-5.6%	-5.5%	12.2%	i	-3.6%	7.0%	/	/
CN1CCN(C(=O)c2ccccc2-c2nc(-c3ccccc3)no2)CC1	4.5%	3.8%	4.5%	2.0%	3.3%	7.1%	-5.2%	7.0%
Cc1csc(NC(=O)c2c(-c3c(Cl)cccc3Cl)noc2C)n1	1.3%	1.3%	12.2%	6.1%	-11.5%	0.3%	-0.3%	/
O=C(COc1ccccc1[N+](=O)[O-])N(Cc1ccccc1)c1ccccn1	-0.3%	-5.7%	7.5%	-5.1%	2.0%	-8.9%	7.0%	-1.0%
CC1(OC(=O)CCc2ccccc2)C(=O)C=C2C=C(c3ccc(C#N)cc3)N(Cc3ccccc3)C=C2C1=O (stereo not drawn)	0.1%[11.2 µM]	2.8%[17.4 µM]	-0.6%[14.2 µM]	i[11.5 µM]	2.8%[11.2 µM]	-2.5%	/	/
CCOc1ccc(C(=O)O)cc1OC	-1.3%	-5.1%	6.9%	11.5%	-2.7%	-3.6%	2.7%	5.5%
CC1CCC2C(=O)N(c3ccc(C(=O)Oc4cccc5cccnc45)cc3)C(=O)C2C1 (stereo not drawn)	-7.7%	-0.9%	/	-0.4%	7.8%	3.9%	-4.5%	?
CN1CCN(C2=Cc3cc(Cl)ccc3Sc3cc(F)ccc32)CC1	-0.3%	-4.0%	9.0%	-0.3%	-2.3%	-13.1%	2.4%	-27.5%
COc1ccc(OC)c([C@@H]2OCCC=C[C@H]2C)c1	-2.0%	4.2%	5.5%	-16.2%	6.3%	4.5%	1.2%	12.1%
CC1(c2nnc(-c3ccc(Cl)cc3)o2)CC(c2ccncc2)=NO1 (stereo not drawn)	-3.4%	-1.1%	3.2%	i	4.4%	4.0%	/	/
COc1ccc(C2CC(=O)Oc3cc(C)c(Cl)cc32)cc1 (stereo not drawn)	-2.1%	4.6%[119 µM]	3.2%[88.7 µM]	i	-5.3%	/	/	10.0%
COC(=O)C1=C(C)Nc2[nH]c(=S)[nH]c(=O)c2C1c1ccc(O)cc1 (stereo not drawn)	-1.2%	-3.4%	-9.9%	4.0%	4.1%	-24.9%	-2.8%[15.4 µM]	-9.4%
Cc1ccccc1Cn1nc(C)c(NC(=O)c2cc3n(n2)C(C(F)F)CC(C(F)F)N3)c1C (stereo not drawn)	-0.3%	-7.4%	15.1%	i	7.1%	-14.2%	0.3%	-1.9%
COc1ccc(NC(=O)c2ccccc2NC(=O)CSc2ccccc2)cc1	-0.8%	-1.6%	/	-12.8%	1.2%	-3.0%	-4.3%	-2.6%
O=C(NCc1cccc(C(F)(F)F)c1)c1cccc(S(=O)(=O)NCc2ccccc2)c1	0.2%	1.2%	13.9%	-9.6%	12.5%	-8.0%	-9.2%	4.8%
O=C(COC(=O)C1CCN(C(=O)c2ccc(Cl)cc2)CC1)NC1CCS(=O)(=O)C1 (stereo not drawn)	-0.6%	-12.4%	-9.7%	-3.3%	-5.6%	0.7%	-5.4%	/

Screening results from PubChem.
